JMJD2E inh: qHTS Assay for Inhibitors of Human Jumonji Domain Containing 2E (JMJD2E); Lysine-specific demethylase 4E (Homo sapiens), B2RXH2; JMJD2E catalytic domain, FDH-coupled NADH fluorescence (FDH is formaldehyde dehydrogenase); Potency, µM (top dose mostly 57.1 µM), inactives show at the highest dose activity change, negative = inhibition, usual class: inhibitors; 230,000 tested, 1.6% active; active = well fitted inhibition curve with a large enough effect, not every such curve was filed as active; inconclusive = small, poorly fitted or top-dose-only effect, or another doubt; inactive = no such curve, though single readings can be large or run the other way;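 note: 0% = wells with enzyme and -100% = buffer wells without enzyme; nearly all actives have a fitted effect of over 50% in size; many of its hits are not listed in these tables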
Target sequence (B2RXH2 1-337 limits assumed): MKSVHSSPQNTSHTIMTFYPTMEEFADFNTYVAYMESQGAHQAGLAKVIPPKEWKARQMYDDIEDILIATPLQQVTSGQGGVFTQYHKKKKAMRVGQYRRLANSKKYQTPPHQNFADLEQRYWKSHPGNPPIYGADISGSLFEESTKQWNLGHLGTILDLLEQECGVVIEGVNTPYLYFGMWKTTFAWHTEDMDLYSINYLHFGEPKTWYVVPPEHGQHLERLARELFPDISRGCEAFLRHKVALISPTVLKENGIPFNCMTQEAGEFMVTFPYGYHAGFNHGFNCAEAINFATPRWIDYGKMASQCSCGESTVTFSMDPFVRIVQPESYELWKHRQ
ALDH1A1 inh: qHTS Assay for Inhibitors of Aldehyde Dehydrogenase 1 (ALDH1A1). Aldehyde dehydrogenase 1A1 (Homo sapiens), P00352. Purified ALDH1A1, NADH fluorescence, propionaldehyde substrate. Potency, µM (doses to about 75.3 µM), for inactives: top-dose activity, negative = inhibition, hits mostly inhibitors. 220,000 tested, 7.3% active; active = well fitted inhibition curve with a large enough effect, not every such curve was filed as active; inconclusive = small, poorly fitted or top-dose-only effect, or another doubt; inactive = no such curve, though single readings can be large or run the other way;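 note: plate controls were no enzyme wells and a reference inhibitor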
Target sequence (P00352 whole entry, looked up): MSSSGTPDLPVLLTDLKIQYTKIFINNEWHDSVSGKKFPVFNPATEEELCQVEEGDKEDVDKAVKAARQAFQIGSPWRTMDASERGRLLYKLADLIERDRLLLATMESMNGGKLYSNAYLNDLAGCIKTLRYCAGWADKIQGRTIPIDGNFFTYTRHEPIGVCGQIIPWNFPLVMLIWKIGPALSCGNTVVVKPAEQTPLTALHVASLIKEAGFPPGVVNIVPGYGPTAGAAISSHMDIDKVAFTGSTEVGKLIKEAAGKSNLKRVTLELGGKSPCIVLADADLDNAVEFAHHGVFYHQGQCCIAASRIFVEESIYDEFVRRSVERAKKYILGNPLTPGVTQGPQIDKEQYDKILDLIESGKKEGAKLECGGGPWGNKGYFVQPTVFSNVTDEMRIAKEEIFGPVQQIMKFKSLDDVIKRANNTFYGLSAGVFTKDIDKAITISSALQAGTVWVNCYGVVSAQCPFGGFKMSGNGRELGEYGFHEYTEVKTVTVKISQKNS
Tau FP inhib: qHTS for Inhibitors of Tau Fibril Formation, Fluorescence Polarization | Microtubule-associated protein tau (Homo sapiens), P10636 | K18 P301L tau heparin fibrillization, Alexa594 FP, 6 h | Potency, µM (top dose mostly 57.7 µM), inactives show top-dose activity, negative = inhibition, usual class: inhibitors | 280,000 tested, 0.39% active | AID 1468, 2008; note: % is set by controls: 0 for no effect and ±100 for the full control effect; nearly all actives have a fitted effect of over 55% in size
Target sequence (P10636 561-689 P618L limits assumed): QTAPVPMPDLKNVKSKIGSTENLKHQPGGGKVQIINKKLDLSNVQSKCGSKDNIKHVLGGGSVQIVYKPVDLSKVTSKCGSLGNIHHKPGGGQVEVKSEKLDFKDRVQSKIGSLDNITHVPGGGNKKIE
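Human K18 P301L fragment (15 uM unlabeled plus 0.24 uM Alexa 594-labeled) in 100 mM sodium acetate pH 7 with compound, aggregation induced by 20 uM heparin for 6 hr at 37 C. ThT (30 uM) added for 1 hr, then Alexa 594 FP read.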
Tau ThT inhib: qHTS for Inhibitors of Tau Fibril Formation, Thioflavin T Binding; Microtubule-associated protein tau (Homo sapiens), P10636; recombinant tau K18 P301L, heparin-induced fibrillization, ThT fluorescence; Potency, µM (highest dose often 57.4 µM), without a hit: at the top dose activity, negative = inhibition, most hits filed as inhibitors; 270,000 tested, 2.1% active; AID 1460, 2008; note: % is set by controls: 0 for no effect and ±100 for the full control effect; nearly all actives have a fitted effect of over 55% in size
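ThT emission at 510 nm, taken 1 hr after adding 30 uM dye, quantifies aggregates formed when 20 uM heparin acts on human tau K18 P301L for 6 hr at 37 C.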
HTT cytoprotect: qHTS Multiplex Assay to Identify Dual Action Probes in a Cell Model of Huntington: Cytoprotection (ATP); PC12 HTT-Q103 induced, cytoprotection, ATP luminescence, 40 h; Potency, µM (titrated, usually from 56.4 µM), for the others: cytoprotection (ATP increase), most hits filed as activators; 230,000 tested, 0.14% active;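 note: % of control where 0% means no effect; nearly all actives have a fitted effect of over 45% in size; toxic huntingtin expression switched on by the ecdysone agonist tebufenozide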
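Rat PC12, Q103 Htt exon1-GFP fusion, ecdysone promoter; tebufenozide inducer 100 nM final; compound titration; qHTS, 1500 cells/well; ATPlite luminescent read.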
HTT aggregate: qHTS Multiplex Assay to Identify Dual Action Probes in a Cell Model of Huntington: Aggregate Formation (GFP). PC12 HttQ103-GFP aggregates, Acumen cytometry, 40 h. Potency, µM (highest dose often 46.1 µM), without a hit: at the highest dose activity change, negative = inhibition, most hits filed as inhibitors. 220,000 tested, 1.1% active; note: % is set by controls: 0 for no effect and ±100 for the full control effect; nearly all actives have a fitted effect of over 60% in size
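Using laser scanning cytometry, GFP-positive aggregates were counted after lysis of PC12 cells induced with 100 nM tebufenozide to express HTT exon 1 Q103–GFP. Compounds were tested in titration.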
SMN2 splice up: qHTS Assay for Enhancers of SMN2 Splice Variant Expression; AID 1458, 2008; HEK293 SMN2-luciferase splicing reporter, luminescence, 30-36 h; 210,000 tested, 2.8% active; Potency, µM (titrated, usually from 46.1 µM), for the others: at the highest dose activity change, positive = activation, actives largely listed as activators; note: % of control where 0% means no effect; nearly all actives have a fitted effect of over 55% in size
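HEK293 cells carry an SMN2 […]–luciferase reporter in which exon 7 inclusion puts luciferase in frame. Cells were plated 10-12 h before compound addition, then incubated 30-36 h at 37C. ONE-Glo luminescence was read; sodium butyrate at 4.5 mM final served as control.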
Tau fluor counter: Counterscreen qHTS for Inhibitors of Tau Fibril Formation, Fluorescence Polarization | tau K18 P301L Alexa594 fluorescence, heparin fibrillization | Potency, µM (top dose mostly 57.7 µM), without a hit: at the highest dose activity change, negative = decrease | 280,000 tested, 0.93% active; note: % is set by controls: 0 for no effect and ±100 for the full control effect; nearly all actives have a fitted effect of over 55% in size
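Human tau K18 P301L (15 uM unlabeled, 0.24 uM Alexa 594-labeled) in 100 mM sodium acetate pH 7 with 20 uM heparin, 6 hr at 37 C. ThT 30 uM added, 1 hr ambient; Alexa 594 FP and total fluorescence read at 555/632 nm.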
* marks the source's active call; other numbers are inactive results; ? = inconclusive; · = no result given; [ ] = remark or other dose. Unless noted, calls come from the whole dose curve; as a rule, active = well fitted curve in the direction sought with a large enough effect; inconclusive = small, poorly fitted or top-dose-only effect, or another doubt; inactive = no such curve, though single readings can be large; an effect the other way counts as inactive or inconclusive. Potency is the fitted concentration of half-maximal effect.

SMILES | JMJD2E inh | ALDH1A1 inh | Tau FP inhib | Tau ThT inhib | HTT cytoprotect | HTT aggregate | SMN2 splice up | Tau fluor counter
CCn1cc(C(=O)N2CCN(c3cccc(C(F)(F)F)c3)CC2)c2cc(OC)c(OC)cc2c1=O | · | · | -3% | -17% | · | · | 26% | -21%
O=C(Nc1ccccc1)c1cc2n(n1)C(C(F)(F)F)CC(C1CC1)N2 (stereo unspecified) | -2% | 11% | 0% | -5% | -3%[10 µM] | -7%[9.22 µM] | · | -11%
CC(=O)c1c(C)[nH]c(C(=O)CN2C(=O)NC(C)(CCC(C)C)C2=O)c1C (stereo unspecified) | -1% | 1% | -9% | -1% | -30%[inhibitor] | 29% | 19% | -1%
O=S1(=O)CCC(NC(=S)NCCNC(=S)NC2CCS(=O)(=O)C2)C1 (stereo unspecified) | -13% | -8% | -8% | -2% | -1%[10 µM] | 1% | -4% | -4%
CC(C)C1N(c2ccccc2)C(N)=C(C#N)C1(C#N)C#N (stereo unspecified) | 4% | -1% | 2% | -14% | 1%[10 µM] | ? | -13% | -21%
O=C(Nc1ccccc1)C1=C[C@@H](c2ccccc2)C[C@@H](OCc2ccc(CO)cc2)O1 | -10% | -2% | 2% | -15% | -19%[10 µM] | -11%[9.22 µM] | · | -19%
COc1ccc(CCNC(=O)c2ccc3c(c2)N(Cc2ccc(Cl)cc2)CCS3)c(OC)c1 | · | · | 1% | 4% | · | · | 2% | -23%
COc1cc(/C=C(\NC(C)=O)C(=O)Nc2cccc(O)c2)ccc1OC(C)=O | -3% | 0.089µM* | 6% | ? | · | -14% | 0% | -14%
O=C(C1=C(O)C(=O)N(CCc2ccccc2)C1c1cccs1)c1ccco1 (stereo unspecified) | -9% | -3% | 2% | -8% | -67% | -4% | -2% | 1%
Cc1cc(C)nc(NC(=O)Cc2cccs2)n1 | -7% | -9% | -3% | -20% | 0%[10 µM] | -1% | ? | -10%
Cc1occc1C(=O)N1CCN(c2ccc(Cl)c(Cl)c2)CC1 | -3% | ? | 1% | ? | 6%[10 µM] | 11µM* | -38%[inhibitor] | -14%
O=C(O)CCN1CC2([N+](=O)[O-])CC=C(OCCO)C([N+](=O)[O-])(C1)C2 (stereo unspecified) | 10% | 4% | -10% | 6% | -7% | -14% | -18% | -1%
CCOC(=O)c1cnc2ccc(Cl)cc2c1NCCN(C)C | ? | -11% | 11% | 10% | -2%[10 µM] | -24% | 12% | 8%
O=C(NC1CCCCC1)c1ccccc1NC(=S)NC(=O)C1CCC1 | 3% | 1% | 8% | -5% | · | 3% | 12% | -1%
COc1cc(/C=N\NC(=O)CC(=O)NCCc2ccccc2)ccc1O | ? | 3% | -3% | -13% | 14%[10 µM] | 17%[9.22 µM] | · | -8%
O=C(C(c1ccccc1)c1ccccc1)N1CCN(Cc2ccccn2)CC1 | ? | ? | 6% | -3% | 7%[10 µM] | 4% | -15% | 8%
CC(C)OCC(O)CN (stereo unspecified) | 4% | 7% | -3% | 1% | 12% | 16% | -10% | 0%
COc1ccc(S(=O)(=O)N2CCCCC2)cc1NC(=O)c1cc(C)on1 | -8% | ? | 4% | 6% | -8% | -8% | -8% | -1%
C/C(=N\NC(=O)C(=O)Nc1cccc(Cl)c1)c1ccncc1 | -13% | 0% | 5% | -6% | · | ? | -28% | 1%
COc1ccc(C2CC(c3ccccc3)=NN2C(=O)COC(=O)c2ccc(Cl)nc2)cc1 (stereo unspecified) | ? | ? | 3% | -8% | 10%[10 µM] | 12% | · | -18%
CCOC(=O)c1ccc2nc3c(cc2c1)CCS3 | ? | ? | -3% | ? | 11% | 6% | 11% | -16%
COc1ccc(/C=N/NC(=O)c2csc(-n3nc(C)cc3C(F)(F)F)n2)cc1 | -4% | ? | 4% | ? | 9%[10 µM] | -16% | 27% | -6%
COc1ccc(-c2oc3ncnc(NCCN4CCOCC4)c3c2-c2ccc(OC)cc2)cc1 | ? | ? | 0% | -13% | -33%[inhibitor][0.074 µM] | 22% | -13% | -2%
CN(CC(=O)Nc1ccc(S(=O)(=O)N2CCCC2)cc1)CC(=O)Nc1cccc(F)c1 | 8% | ? | -9% | 2% | · | 2% | -3% | -10%
CCOc1ccc(NS(=O)(=O)c2cc(OCC(N)=O)c(C)cc2Cl)cc1 | -4% | ? | -1% | -4% | -5%[10 µM] | -7% | · | -9%
The results go on.
SMILES | JMJD2E inh | ALDH1A1 inh | Tau FP inhib | Tau ThT inhib | HTT cytoprotect | HTT aggregate | SMN2 splice up | Tau fluor counter
CC(=O)Nc1sc2c(c1C#N)CCC(C)C2 (stereo unspecified) | -15% | -7% | -1% | 2% | -18%[10 µM] | -11%[9.22 µM] | -4% | -2%
CSc1ccc(CNc2ccc(C)cc2)cc1 | -3% | -2% | 6% | ? | -2% | 1% | -5% | ?
Cc1ccc(S(=O)(=O)Cc2ccc(C(=O)N3CCc4ccccc4C3)o2)cc1 | -8% | 1% | 9% | -12% | 6% | -6% | -10% | -9%
Cn1c(Oc2ccccc2)nc2c1c(=O)n(Cc1ccc(Cl)cc1Cl)c(=O)n2C | · | · | -5% | 7% | · | · | -9% | 2%
Cn1sc(NC(=O)c2ccccc2)nc1=O | 3% | -4% | -4% | 2% | -43%[inhibitor] | 16% | 16% | -1%
CCOC(=O)c1c(NC2=NS(=O)(=O)c3ccccc32)sc2c1CCCCC2 | 23% | 34%[activator] | 1% | -11% | 9%[10 µM] | ? | · | -26%
O=C(O)c1ccc(-n2c(-c3cc(-c4ccco4)[nH]n3)n[nH]c2=S)cc1 | -6% | ? | -7% | -16% | 2% | 21% | -1% | -6%
Cc1ccsc1C=C1C(=O)c2ccccc2C1=O | -21% | ? | -2% | 14µM* | -8% | -2% | 9% | ?
Cc1cc(C)cc(Oc2nc(C(F)(F)F)nc3ccccc23)c1 | -3% | -5% | -9% | -20% | 25%[10 µM] | 22% | 14% | -22%
O=C(O)c1ccccc1C(=O)Nc1ccccc1[N+](=O)[O-] | 7% | · | 0% | -2% | 29%[10 µM] | 6%[9.22 µM] | · | -1%
Cc1nc(-c2ccccc2)nc2sc(C(=O)c3ccc(F)cc3)c(N)c12 | 6% | · | ? | ? | 12%[10 µM] | 3%[9.22 µM] | · | ?
CCN1CCCC1CNC(=O)c1cc2c(=O)n(C)c3ccccc3c2n1C (stereo unspecified) | ? | ? | -12% | -9% | 0%[10 µM] | -15% | 28% | 3%
CSc1cccc(NC(=O)Cn2cccc2)c1 | -3% | 0.63µM* | -1% | -3% | -21% | 8% | -6% | 0%
COc1cccc(NC(=S)NCc2ccc3c(c2)cc(C)n3C)c1 | -8% | -5% | 4% | -9% | · | -23% | · | ?
N#CCCN(Cc1cccnc1)C(=O)Nc1ccc(Cl)c(Cl)c1 | 0% | -7% | -7% | 1% | 3% | -5% | -7% | 1%
CC(NC(=O)c1noc2c1CCCC2)c1ccccc1 (stereo unspecified) | 5% | 6% | -4% | -8% | -5% | 10% | -17% | -3%
Cc1c(C(=O)OCC(=O)N(C)c2ccccc2)cccc1[N+](=O)[O-] | -1% | -8% | -3% | 3% | -8% | -10% | 0% | -7%
COc1ccc(Nc2nc3ccc(C)cc3cc2C#N)c(OC)c1 | 4% | 6% | 3% | -6% | -31%[10 µM] | 12% | -10% | -7%
CCc1ccc(CNc2ncc(-c3cccc(OC)c3)n2C)cc1 | · | · | 7% | -26% | · | · | -15% | -20%
COC(=O)c1ccc(N2CCN(C(=O)c3ccccc3)CC2)c(NC(C)=O)c1 | -8% | ? | 1% | -1% | -36% | 7%[9.22 µM] | 13% | 7%
CC(C)CC(OC(=O)c1cccs1)C(=O)NCc1ccco1 (stereo unspecified) | 1% | ? | -11% | -14% | 4%[1.9 µM] | 18% | -13% | -4%
COc1ccc(-c2ccc3c(N)c(C(=O)NCc4ccc(Cl)cc4)sc3n2)cc1 | · | · | -4% | -10% | · | · | 11µM* | ?
Cc1cc(N2CCN(C)CC2)nc(N2CCOCC2)n1 | -7% | -6% | 3% | -2% | -1%[10 µM] | -9% | -3% | 4%
CCOCCOC(=O)c1[nH]c2c(c1C)C(=O)CC(c1ccc(N(C)C)cc1)C2 (stereo unspecified) | 0% | 13µM* | 7% | ? | -13%[10 µM] | -20% | -12% | -20%

Whole records, quoted from the list. Screens in order: JMJD2E inh | ALDH1A1 inh | Tau FP inhib | Tau ThT inhib | HTT cytoprotect | HTT aggregate | SMN2 splice up | Tau fluor counter
Cc1ccc(S(=O)(=O)Cc2ccc(C(=O)N3CCc4ccccc4C3)o2)cc1 as listed: -8% | 1% | 9% | -12% | 6% | -6% | -10% | -9%
COc1ccc(Nc2nc3ccc(C)cc3cc2C#N)c(OC)c1 as listed: 4% | 6% | 3% | -6% | -31%[10 µM] | 12% | -10% | -7%
CSc1cccc(NC(=O)Cn2cccc2)c1 as listed: -3% | 0.63µM* | -1% | -3% | -21% | 8% | -6% | 0%
Cn1c(Oc2ccccc2)nc2c1c(=O)n(Cc1ccc(Cl)cc1Cl)c(=O)n2C as listed: · | · | -5% | 7% | · | · | -9% | 2%
COc1cccc(NC(=S)NCc2ccc3c(c2)cc(C)n3C)c1 as listed: -8% | -5% | 4% | -9% | · | -23% | · | ?

Screening data: PubChem, National Center for Advancing Translational Sciences (NCATS)

An excerpt; rates above refer to the full screens.
